Bioassay records (PubChem)
D3 antag: blocks the human D3 dopamine receptor; P35462; actives 2.5% (n = 360,000); max response, negative = inhibition, %; D3R cells, DiscoveRx beta-arrestin luminescence, antagonist mode; hits give low values; in the data active means max response below about -50%; inconclusive means no clear call, values can overlap the other calls; further: on the % scale 0 is the no-effect control and ±100 the full control effect; mostly tested at two doses, the higher about 12 µM
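Cells expressing the human receptor were seeded at 1500 cells/well, incubated overnight at 37 degrees C in 5% CO2, then exposed to library compounds with dopamine controls for 90 minutes at 37 degrees C before luminescent detection.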
EPAC2 ag: activates human EPAC2 exchange factor; Q8WZA2; EPAC2 activation, biochemical qHTS; response scale: 100% = 6.5 mM cAMP response; Potency, µM (titrated, usually from 154 µM), for the others: at the highest dose activation, actives largely listed as activators; actives 0.079% (n = 360,000); further: potency means the concentration at half of the fitted maximal effect; nearly all actives have a fitted effect of over 50% in size
Target sequence (Q8WZA2 whole entry, looked up): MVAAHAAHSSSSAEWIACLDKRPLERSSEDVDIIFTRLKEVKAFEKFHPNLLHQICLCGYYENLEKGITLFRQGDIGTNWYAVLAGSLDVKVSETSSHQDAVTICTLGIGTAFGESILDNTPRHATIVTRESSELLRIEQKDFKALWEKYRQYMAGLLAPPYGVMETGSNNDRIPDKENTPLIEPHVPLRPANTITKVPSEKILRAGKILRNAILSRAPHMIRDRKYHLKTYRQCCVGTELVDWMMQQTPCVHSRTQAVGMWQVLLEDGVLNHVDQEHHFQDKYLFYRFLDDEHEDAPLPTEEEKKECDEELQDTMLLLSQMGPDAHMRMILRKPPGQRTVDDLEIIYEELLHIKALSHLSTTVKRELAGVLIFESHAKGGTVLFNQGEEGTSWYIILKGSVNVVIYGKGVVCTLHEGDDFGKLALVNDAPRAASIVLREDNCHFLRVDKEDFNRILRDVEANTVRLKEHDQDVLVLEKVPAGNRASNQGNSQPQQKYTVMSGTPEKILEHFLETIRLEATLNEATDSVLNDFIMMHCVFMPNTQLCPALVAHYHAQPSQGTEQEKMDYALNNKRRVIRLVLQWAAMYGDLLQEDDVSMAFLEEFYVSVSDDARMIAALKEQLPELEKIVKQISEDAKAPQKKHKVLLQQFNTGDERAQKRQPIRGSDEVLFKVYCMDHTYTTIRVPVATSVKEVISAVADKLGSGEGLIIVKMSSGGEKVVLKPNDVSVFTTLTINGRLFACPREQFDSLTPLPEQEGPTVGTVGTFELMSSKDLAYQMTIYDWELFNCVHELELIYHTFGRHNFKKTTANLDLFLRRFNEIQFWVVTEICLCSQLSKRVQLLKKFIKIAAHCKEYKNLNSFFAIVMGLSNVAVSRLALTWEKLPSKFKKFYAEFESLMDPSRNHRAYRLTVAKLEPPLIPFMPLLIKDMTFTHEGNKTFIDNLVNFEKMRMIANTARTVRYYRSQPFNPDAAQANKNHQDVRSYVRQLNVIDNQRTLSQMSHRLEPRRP
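Fluorescence exchange assay: 100 nM EPAC2 with 250 nM RAP1B-BODIPY-GDP and 50 uM GDP; compounds tested as a concentration-titration series (qHTS). Loss of Rap1-bound BODIPY-GDP fluorescence read at 480/540 nm; data normalized to 6.5 mM cAMP.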
Abeta yeast res: restores growth of yeast expressing A-beta42 peptide | yeast expressing A-beta42, growth rescue, OD600, 48 h; response scale: 0% DMSO, 100% iron-clioquinol control | Potency, µM (doses to about 46.1 µM), without a hit: at the highest dose growth rescue, most hits filed as activators | actives 0.063% (n = 410,000) | AID 1347071; further: potency means the concentration at half of the fitted maximal effect; nearly all actives have a fitted effect of over 55% in size
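Yeast A-beta toxicity model in growth medium with pinned compounds, 48 h at 30 C; growth read as absorbance at 600 nm. Normalized to FeCl3/clioquinol equimolar mix (positive) and DMSO (negative).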
D3 ag: agonists of human D3 dopamine receptor | D3R DiscoveRx beta-arrestin cells, luminescence, 90 min | max activation, % | actives 0.58% (n = 410,000) | AID 652048; in the data active means max activation above about 30%; further: 0% is about no effect; mostly tested at two doses, the higher about 12 µM
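Agonist-mode cell screen: cells plated at 1500/well and incubated overnight at 37 °C, then exposed to library compounds for 90 min at 37 °C. Detection reagent was added for 30–60 min at room temperature, and luminescence was read.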
FUS suppressor: rescues growth of FUS-expressing yeast. Potency, µM (series often up to 76.6 µM), for inactives: at the highest dose growth rescue (activation), hits mostly activators. AID 1347120. S. cerevisiae FUS-expressing, growth rescue, OD600, 24 h. actives 0.24% (n = 390,000);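 further: potency means the concentration at half of the fitted maximal effect; plate controls were DMSO vehicle for no effect and reference control for full effect; nearly all actives have a fitted effect of over 55% in size; some results filed as inactive show a strong effect at the top dose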
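FUS-expressing yeast, raffinose-pregrown, induced in 2% galactose minimal medium at OD 0.005; compounds in a dilution series, 24hr at 30C. Growth restoration read as absorbance at 600 nm. CP55940 positive control, DMSO negative.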
EPAC2 antagonist: EPAC2 (human) antagonism. Q8WZA2. EPAC2 GEF exchange of Rap1B-BODIPY-GDP, fluorescence. Potency, µM (top dose mostly 114 µM), without a hit: at the top dose activity, negative = inhibition, most hits filed as inhibitors. actives 0.18% (n = 360,000). AID 720708; further: potency means the concentration at half of the fitted maximal effect; on the % scale 0 is the no-effect control and ±100 the full control effect; nearly all actives have a fitted effect of over 45% in size; many of its hits are not listed in these tables
TDP43 rescue: TDP-43 toxicity inhibition in yeast | TDP-43 expressing yeast growth rescue, BacTiter-Glo, 24 h | Potency, µM (highest dose often 46.1 µM), for inactives: at the highest dose growth rescue (activation), usual class: activators | actives 1.8% (n = 410,000); further: potency means the concentration at half of the fitted maximal effect; % of control where 0% means no effect; nearly all actives have a fitted effect of over 50% in size
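In this qHTS, compounds that restore growth of yeast expressing TDP-43 appear as activators. Cells (OD600=0.02, galactose medium, raffinose-pregrown) are incubated with compound 24 hr at 30 deg C and growth is quantified by BacTiter-Glo.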
aSyn yeast inh: rescues yeast growth from alpha-synuclein toxicity | Yeast expressing alpha-synuclein, growth rescue, BacTiter-Glo, 24 h | Potency, µM (doses to about 46.1 µM), without a hit: at the highest dose growth rescue (activation), actives largely listed as activators | actives 0.14% (n = 370,000) | AID 652106; further: potency means the concentration at half of the fitted maximal effect; % of control where 0% means no effect; nearly all actives have a fitted effect of over 65% in size
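Readout is rescue of growth in alpha-synuclein-expressing yeast, so inhibitors of toxicity appear as activators. Growth after 24 hr at 30 deg C in galactose medium is quantified by luminescence.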
* = called active by the depositor; ? = inconclusive; / = not tested or not shown; [ ] = dose if it differs, or a comment. Unless noted, the call rests on the fitted dose curve; in most records, active means well fitted curve in the direction sought with a large enough effect; inconclusive means small, poorly fitted or top-dose-only effect, or another doubt; inactive means no such curve, though single readings can be large; an effect the other way counts as inactive or inconclusive. This is a subset (hit frequency here may not be typical).

SMILES	D3 antag	EPAC2 ag	Abeta yeast res	D3 ag	FUS suppressor	EPAC2 antagonist	TDP43 rescue	aSyn yeast inh
CC(C)NC(=O)C1CCCN(S(=O)(=O)c2ccc3c(ccn3C)c2)C1 (stereo unspecified)	/	/	-5%	7	-8%	/	0%	/
CCCCS(=O)(=O)N1CCCC(C(=O)Nc2ccc3c(c2)CCC3)C1 (stereo unspecified)	11	-2%	9%	2	18%	8%	23%	8%
Cc1ccc(NC(=O)Cn2nc(-c3ccco3)ccc2=O)cc1Cl	-13	2%	-5%	5	31%	3%	13%	-6%
Cc1c(N=c2scc(-c3ccccc3)n2C)c(=O)n(-c2ccccc2)n1C	-13	-2%	6%	-8	-15%	-6%	0%	-1%
Cc1cc(Cl)c2ccccc2n1	1	0%	19%	-4	-11%	19%	17%	-9%
O=C(NCc1ccccc1)C1(c2ccccc2)CCN(S(=O)(=O)c2ccccc2)CC1	-16	11%	-26%	-6	?	4%	-29%	0%
Cc1nc(C)c(CC(=O)N/N=C/c2ccc(O)cc2)c(=O)[nH]1	29	-9%	-1%	-3	/	-4%	10%	2%
CC(O)[C@@H](NC(=O)C1CCC(CNC(=O)[C@H](Cc2ccccc2)NC(=O)OC(C)(C)C)CC1)C(=O)O (stereo partly specified)	24	6%	5%	2	-14%	-11%	0%	-1%
CCOc1ccc(NC(=O)NCCCN2CCN(c3ccc(F)cc3)CC2)cc1	/	/	-5%	-18	-19%	/	-4%	/
Cc1cc(C)c(S(=O)(=O)NCCCN2CCOCC2)cc1Br	3	4%	16%	-2	-17%	8%	-12%	2%
Cc1cccc(N(Cc2ccccc2)C(=O)CCl)c1	-12	10%	-33%[inhibitor]	-5	-4%	?	?	0%
Cc1cc(OCc2nn[nH]n2)c2c(-c3ccccc3)cc(=O)oc2c1	-4	-1%	3%	5	4%	7%	15%	6%
COc1cc(F)c(S(=O)(=O)N2CCOc3ccccc32)cc1OC	-2	29%	-4%	-6	-6%	?	-12%	26%
Cc1onc(-c2c(F)cccc2Cl)c1C(=O)N(C)C1CCCCC1	2	5%	4%	-3	16%	-7%	16%	?
Cc1cccc(-c2nc(S(=O)(=O)c3ccccc3)c(N3CCN(c4ccccc4)CC3)o2)c1	/	/	-17%	-17	-11%	/	1%	/
O=C(c1cnccn1)N(Cc1cccs1)C1(C(=O)NC2CCCC2)CCCCC1	3	-6%	4%	4	5%	-1%	-3%	0%
O=C(Cn1cccc1C(=O)c1ccccc1)NCCc1ccccc1	-19	2%	-2%	-7	5%	-9%	5%	-3%
O=C(c1cc2cc3ccc(Cl)cc3nc2o1)N1CCN(c2cccc(Cl)c2)CC1	/	/	-6%	-11	-21%	/	0%	/
CCn1nnnc1-c1ccc(OC)c(S(=O)(=O)Nc2ccccc2OC)c1	-13	2%	-10%	-1	-6%	11%	14%	-6%
Cc1ccc(NC(=O)CCC(=O)OC(C)C(=O)c2ccccc2)cc1 (stereo unspecified)	-13	1%	11%	1	-8%	5%	15%	5%
Cn1c(=O)c2c(nc(SCC(=O)N3CCc4ccccc4C3)n2C)n(C)c1=O	26	1%	13%	5	20%	1%	-16%	7%
Cc1ccc(-n2c(=O)cc(NCc3cccnc3)[nH]c2=O)cc1	10	9%	-2%	1	-10%	2%	-13%	?
O=C(COc1ccc2ccc(=O)oc2c1)Nc1ccc(CN2CCOCC2)cc1	2	6%	8%	-3	13%	-3%	-6%	0%
Cc1[nH]c(=O)[nH]c(=O)c1C=CC(=O)NC(CO)CS(=O)Cc1ccccc1 (stereo unspecified)	34	9%	-1%	13	-24%	5%	25%	1%
Cc1ccc(C(=O)OCC(=O)NC(=O)c2cccn2C)cc1[N+](=O)[O-]	3	1%	8%	6	16%	0%	0%	3%
COC(=O)c1ccc(Cn2c(C)c(C(=O)NCc3ccc(C#N)cc3)sc2=O)o1	-18	-2%	-13%	-1	-1%	-1%	-6%	-3%
Cc1cc2nc(C(C)(C)C)c(CC3CCCCC3)n2c(C)c1Br	0	9%	-3%	1	-11%	-5%	0%	-17%
Cc1cccc(C)c1NC(=S)NCCCN1CCCC1=O	0	9%	18%	2	/	-1%	6%	1%
COc1nc(Nc2ccccc2F)nc(OC)n1	-8	3%	-1%	-1	-16%	15%	28%	6%
Cc1cc(C)cc(NC(=O)N2CCCN(c3ncccc3[N+](=O)[O-])CC2)c1	-23	5%	12%	-11	3%	6%	4%	15%
CC(=O)c1cccc(NC(=O)CCCOc2ccc(C)cc2)c1	-3	-6%	19%	6	/	1%	?	1%
CCOc1ccc(-c2nnc(NC(=O)Cc3cc(OC)c(OC)c(OC)c3)o2)cc1	3	-3%	15%	2	44%	-11%	-2%	-3%
CNS(=O)(=O)c1cccc(C(=O)OCCCC(=O)c2ccccc2)c1	-14	15%	8%	1	-7%	-5%	22%	3%
COc1ccc(NC(=S)N2CCN(Cc3ccccc3)CC2)c(OC)c1	-5	10%	-6%	-3	-7%	6%	-9%	-2%
NC(=O)C12C(=O)NC(=O)C1(C(=O)O)C21CCCC1 (stereo unspecified)	13	-5%	-15%	4	/	-2%	0%	-3%
COc1ccc(NC(=O)c2cc(C3CCCCN3C(=O)OCCF)on2)c(C)c1 (stereo unspecified)	?	16%	-1%	-4	3%	-23%	24%	-3%
Cc1ccccc1S(=O)(=O)N(C)C[C@@H]1OCc2cn(nn2)CCCC(=O)N([C@H](C)CO)C[C@H]1C	-14	11%	-8%	5	-16%	10%	-5%	-1%
CC(C)CC(C(=O)OCC(=O)Nc1ncc(Cl)cc1Cl)N1C(=O)c2ccccc2C1=O (stereo unspecified)	31	21%	-17%	1	?	-6%	-8%	16%
CCOC(=O)N1CCC(NC(=O)C2CCCN(C(=O)N3CCOc4ccccc43)C2)CC1 (stereo unspecified)	-7	10%	20%	2	-4%	-6%	10%	1%
CCOc1cc(N2CCOCC2)c(OCC)cc1NC(=O)CSc1n[nH]c(N)n1	14	13%	-11%	5	22%	1%	14%	1%
CCC(C)[C@H](NC(=O)Nc1ccccc1F)C(=O)O (stereo partly specified)	-5	5%	-12%	3	-1%	-1%	0%	-7%
CCN1CCN(c2sc(S(C)(=O)=O)nc2S(=O)(=O)c2ccc(C)cc2)CC1	-20	0%	-12%	-6	-19%	-17%	12%	-1%
Cc1ccc(N(C(=O)c2sc(C)nc2C)C(C(=O)NC(C)(C)C)c2ccncc2)cc1 (stereo unspecified)	-1	-3%	-3%	-5	15%	-12%	9%	2%
CCN(CC)S(=O)(=O)c1ccc(C(=O)OCC(=O)NCc2ccco2)cc1	-5	-18%	-13%	0	23%	18%	-12%	0%
CCOC(=O)c1nc(NCc2ccccc2F)c2ccccc2n1	-14	4%	-7%	-2	6%	-5%	-7%	-2%
CCOc1ccc(NC(=O)C2CCCN(S(=O)(=O)c3c(C)n[nH]c3C)C2)cc1 (stereo unspecified)	19	-5%	12%	5	-15%	-12%	23%	1%
CCOC(=O)CSc1n[nH]c(NC(=O)c2cccc(C(F)(F)F)c2)n1	-19	4%	2%	1	27%	-1%	-13%	14%
CCn1c(COc2ccc(=O)n(-c3ccccc3)n2)nnc1SC	-6	0%	2%	0	12%	15%	9%	-4%
c1ccc2c(-n3cnnn3)cccc2c1	-29	3%	-5%	-8	5%	29%	3%	-8%
CCCn1c(=S)[nH]c2cc(C(=O)N(CCO)Cc3ccccc3)ccc2c1=O	-7	1%	2%	-2	21%	2%	16%	-1%
O=C(NCCC1CCCCN1S(=O)(=O)c1ccccc1)C(=O)NCCN1CCOCC1 (stereo unspecified)	-21	-6%	-4%	-8	9%	-4%	5%	-4%
O=C(CN1CCN(c2ccccn2)CC1)Nc1ccccc1Br	15	12%	1%	9	-37%	-4%	28%	0%
Cc1cccc(Oc2nc(-c3ccccn3)nc3ccccc23)c1	5	-3%	4%	-8	-5%	?	-10%	8%
Cc1ccc2nc(-c3cccc(N)c3)oc2c1	9	8%	-40%[inhibitor]	5	-1%	4%	-11%	-24%
COc1ccc(CN2C(=O)CS/C2=N/N=C/c2cccs2)cc1	5	3%	-5%	-3	-4%	-9%	-25%	4%
CCC(C)NC(=O)c1ccc(CS(=O)(=O)Cc2ccc(Cl)cc2)o1 (stereo unspecified)	-9	4%	1%	17	28%	18%	0%	-15%
COc1cccc(-c2ccc(CN3C(C(C)C)C(=O)N(Cc4cn(CCC5OCCO5)nn4)CCS3(=O)=O)cc2)c1OC (stereo unspecified)	17	10%	-7%	2	?	13%	1%	11%
O=C(NCCCn1ccnc1)c1cc(-c2cccnc2)nc2ccc(Br)cc12	-12	-2%	1%	-8	36%	-3%	-11%[9.22 µM]	-2%
CCCS(=O)(=O)N1CC(=O)N(c2ccc(C)cc2C)C(C)(C(=O)NC2CCCCCC2)C1 (stereo unspecified)	/	/	-19%	-4	3%	/	0%	/
O=c1cc(O)nc(-c2ccccc2)s1	2	2%	-7%	9	1%	2%	15%	5%

New compounds follow.
SMILES	D3 antag	EPAC2 ag	Abeta yeast res	D3 ag	FUS suppressor	EPAC2 antagonist	TDP43 rescue	aSyn yeast inh
CC(C)(C)n1nc2c(c1NC(=O)c1ccccc1F)CS(=O)C2 (stereo unspecified)	-29	-1%	3%	6	-9%	-9%	-13%	5%
COc1ccc(NC(=O)COC(=O)c2cc(OC)c(OC)c(OC)c2)c([N+](=O)[O-])c1	2	8%	6%	2	-8%	0%	-20%	4%
Cn1c(SCc2ccc(C#N)cc2)nnc1-c1ccncc1	-8	-1%	0%	2	-20%	2%	9%	-3%
COc1cccc(NC(=O)CNS(=O)(=O)c2ccc(Cl)cc2)c1	12	0%	-17%	10	11%	-2%	-8%	3%
